HTR5A ag: activates human HTR5A in OPRM1-OPRD1 agonist counter-screen; P47898; HTR5A agonist assay, luminescence, cell-based; activation, % at 9.3 µM; 0.61% of 340,000 active; in the data active means activation mostly above about 9.5%, no sharp cut-off; inactive means mostly below about 7.6%;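 further: 0% = cells with vehicle only and 100% = reference agonist; strong numbers were not always called active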
Target sequence (P47898 whole entry, looked up): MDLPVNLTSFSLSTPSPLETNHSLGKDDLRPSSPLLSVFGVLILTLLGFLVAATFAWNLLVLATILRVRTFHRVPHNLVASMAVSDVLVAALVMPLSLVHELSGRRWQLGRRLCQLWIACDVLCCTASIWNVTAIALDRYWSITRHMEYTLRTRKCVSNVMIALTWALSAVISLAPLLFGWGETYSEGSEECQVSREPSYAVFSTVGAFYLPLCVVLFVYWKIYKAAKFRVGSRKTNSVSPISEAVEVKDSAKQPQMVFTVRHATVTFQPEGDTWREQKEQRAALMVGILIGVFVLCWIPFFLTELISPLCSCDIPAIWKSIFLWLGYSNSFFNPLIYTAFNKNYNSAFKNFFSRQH
Keap1-Nrf2 PPI: Keap1-Nrf2 (human) interaction inhibition | Q14145 | Keap1 Kelch-Nrf2 peptide fluorescence polarization, 1536-well | inhibition, % at 9.4 µM | 0.15% of 340,000 active; in the data active means inhibition above about 12%;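 further: human Keap1 Kelch domain with fluorescein labeled Nrf2 9mer peptide probe; 0% = neutral control wells and 100% = peptide positive control; higher means more block of Keap1 binding to Nrf2 peptide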
Target sequence (Q14145 whole entry, looked up, the tested form may be a part): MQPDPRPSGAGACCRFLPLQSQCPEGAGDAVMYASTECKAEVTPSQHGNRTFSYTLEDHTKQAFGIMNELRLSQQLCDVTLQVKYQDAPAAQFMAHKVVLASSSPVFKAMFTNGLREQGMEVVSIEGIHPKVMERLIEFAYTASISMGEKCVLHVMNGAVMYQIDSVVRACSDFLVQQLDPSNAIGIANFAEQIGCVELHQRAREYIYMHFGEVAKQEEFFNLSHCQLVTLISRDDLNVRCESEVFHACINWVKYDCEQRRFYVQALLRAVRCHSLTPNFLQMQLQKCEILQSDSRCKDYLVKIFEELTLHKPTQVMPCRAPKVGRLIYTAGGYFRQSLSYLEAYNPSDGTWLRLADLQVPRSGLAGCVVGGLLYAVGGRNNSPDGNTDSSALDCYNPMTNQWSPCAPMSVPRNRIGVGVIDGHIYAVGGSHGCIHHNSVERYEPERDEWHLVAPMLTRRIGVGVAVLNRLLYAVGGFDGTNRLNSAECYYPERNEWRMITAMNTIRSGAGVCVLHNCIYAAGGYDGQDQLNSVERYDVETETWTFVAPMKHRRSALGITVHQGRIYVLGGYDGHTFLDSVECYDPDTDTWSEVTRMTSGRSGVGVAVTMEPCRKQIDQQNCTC
LANA DNA inh: KSHV C-LANA DNA binding inhibition | MBP-C-LANA/FAM-LBS DNA binding, fluorescence polarization | inhibition, % at 9 µM | 0.078% of 340,000 active;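 active means highest replicate inhibition at or above 60% at 9 µM, even if other replicates fall short; inactive means all replicates below 60% inhibition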;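 further: 0% = neutral control wells and 100% = 4 µM acridine orange control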
HTR5A inv ctr: inverse agonist of human HTR5A in OPRM1-OPRD1 counter-screen; P47898; HTR5A cell line, luminescence, inverse agonism; inhibition, % at 9.3 µM; 0.083% of 340,000 active; AID 504634; in the data active means inhibition mostly above about 23%, no sharp cut-off; inactive means mostly below about 18%;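 further: 0% = cells with DMSO and 100% = no-cell wells with DMSO; some compounds called inactive have numbers as strong as hits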
OPRM1-OPRD1 ag: OPRM1-OPRD1 heterodimerization agonism | P35372+P41143 | cells, luminescence | activation, % at 9.3 µM | 0.3% of 340,000 active | AID 504326; in the data active means activation above about 18%;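 further: 0% = vehicle-treated cells and 100% = reference agonist; values of inactives mirror those of a sister screen read the other way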
RTF Ca sens inh: cardiac RTF calcium desensitization | IANBD-labeled cardiac RTF, Ca2+ fluorescence | inhibition, % at 7.15 µM | P19429+P45379 | 0.12% of 340,000 active | AID 493244;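 active means inhibition above the mean inhibition of all tested compounds plus 3 SD, cut at about 17% in these data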;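 further: assay run at fixed EC70 calcium of 1.6 mM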
RTF Ca sens act: cardiac RTF calcium sensitization; P19429+P45379; IANBD-labeled TnC RTF fluorescence at EC20 calcium; 0% EC20 calcium, 100% full calcium; activation, % at 7.2 µM; 0.24% of 340,000 active;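 active means activation above the mean over all tested compounds plus 3 SD, cut at about 30% in these data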;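 further: rise in fluorescence read as greater calcium sensitivity of cardiac thin filaments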
MOR-DOR inv ag: inverse agonists of human mu-delta opioid receptor heterodimerization; cell-based MOR-DOR heterodimer luminescence, inverse agonism; inhibition, % at 9.3 µM; 0.21% of 340,000 active; AID 504357; in the data active means inhibition above about 22%, passing the limit was not always enough;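 further: 0% = cells with DMSO and 100% = wells without cells with DMSO; values of inactives mirror those of a sister screen read the other way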
CAL PDZ FP: inhibitors of human CAL PDZ peptide binding; purified CAL PDZ, TMR-peptide fluorescence polarization, 1 h; inhibition, % at 24.9 µM; 0.92% of 300,000 active; AID 602252;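 active means mean inhibition of at least 30% with at least half of replicates also reaching 30%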;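 further: 0% = DMSO neutral control and 100% = excess unlabeled competitor peptide PRC23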
V-ATPase pHluor: alters yeast V-ATPase proton transport. S. cerevisiae, pHLuorin cytosolic pH fluorescence. response, % at 10 µM. 0.37% of 350,000 active. AID 504577; in the data active means response mostly above about 7.3%, no sharp cut-off; inactive means mostly below about 5.4%; further: actives read high; inactives centre near 0; some compounds called inactive have numbers as strong as hits; reference of the scale not given here
The depositor's hits bear a star; / = not tested or not shown. Rows are unselected. About 2.8% of those tested had a hit in this group.

SMILES	HTR5A ag	Keap1-Nrf2 PPI	LANA DNA inh	HTR5A inv ctr	OPRM1-OPRD1 ag	RTF Ca sens inh	RTF Ca sens act	MOR-DOR inv ag	CAL PDZ FP	V-ATPase pHluor
CCOC(=O)N1CCC(N(CCN(C)C)C(=S)Nc2ccc(Oc3ccccc3)cc2)CC1	9	-7	0.4	-26	-1.8	10	6	9	-5	4
Cn1cccc1C(=O)NC(=O)COC(=O)CNC(=O)CNC(=O)c1ccc(Cl)cc1Cl	2	-4	1.9	-5	-0.8	-1	6	5	6	1
Cc1ccnc(NS(=O)(=O)c2ccc(NC(=O)CCS(=O)(=O)c3ccccc3)cc2)n1	4	-4	-0.1	-11	0.3	1	-1	-2	-3	-2
COC(=O)c1c(NC(=O)C(=O)NCCCN2CCOCC2)sc2c1CC(C)(C)OC2	-2	3	-0.9	15	-2.4	1	0	13	-3	-8
CCCN1CC23C=CC(O2)C(C(=O)O)C3C1=O (stereo unspecified)	-6	-3	2.2	17	0.0	-7	4	0	/	-1
CC(C)=NOC(=O)c1c(C)noc1-c1snnc1C	3	2	0.2	-14	0.2	-7	-2	-1	-3	4
O=C(O)c1cc(N2C(=O)C=CC2=O)cc(N2C(=O)C=CC2=O)c1	0	33*	98*	0	-2.2	13	3	12	-6	-2
COC(=O)c1ccccc1N=Nc1c(N)[nH][nH]c1=O	4	-5	2.3	-9	0.1	0	-5	0	-5	3
CCOC(=O)Cc1csc(-n2sc3ccccc3c2=O)n1	8	-8	1.0	2	-1.6	-8	-8	9	-5	3
CC1CC(=O)N(c2ccc(NCc3ccc(Cl)cc3)c([N+](=O)[O-])c2)C1=O (stereo unspecified)	-4	-4	0.6	16	-1.5	-7	7	8	-9	1
COc1cccc(OCC(=O)Nc2cc(NC(=O)COc3cccc(OC)c3)cc(C(=O)O)c2)c1	0	2	-0.3	0	0.6	0	3	-3	-1	0
O=C(CCNc1n[nH]c(=O)[nH]c1=O)N/N=C\c1ccc(Br)cc1	7	-2	0.8	-19	-1.8	2	2	9	2	3
Cn1c2ccc(Br)cc2c2nnc(SCC(=O)O)nc21	4	-5	-2.2	-14	-2.9	6	1	14	-9	1
COc1ccc(CC(=O)Nc2ccc(-c3nnc(-c4ccccc4)o3)cc2)cc1	2	-1	-1.1	11	4.7	-4	5	-26	0	7
Cc1c(NC(=O)c2c(F)cccc2F)c(=O)n(-c2ccccc2)n1C	1	-5	-2.3	-24	-4.5	-4	-3	20	-2	2
CCOC(=O)C1=C(CS(=O)(=O)c2ccc(Cl)cc2)NC(=O)NC1c1ccc(O)c(OC)c1 (stereo unspecified)	1	0	2.2	15	-1.0	-7	-1	6	-10	-1
CC(=O)N(CN1C(=O)c2ccccc2C1=O)c1ccccc1	1	0	-2.0	13	-2.1	5	2	13	8	-5
COCCNC(=S)N(Cc1cc2cc(C)ccc2n2nnnc12)C1CCCC1	1	4	-0.1	10	0.7	1	5	-4	/	4
CC(C)(C)C(=O)Nc1nc2c(s1)COc1ccccc1-2	0	-2	-0.1	10	3.3	-1	-5	-20	-1	-2
O=C(Cc1c(Cl)cccc1Cl)Nc1ccc(S(=O)(=O)Nc2ncccn2)cc1	2	0	-0.2	6	-1.5	0	6	8	-3	0

Single records, as listed above. Screens in order: HTR5A ag | Keap1-Nrf2 PPI | LANA DNA inh | HTR5A inv ctr | OPRM1-OPRD1 ag | RTF Ca sens inh | RTF Ca sens act | MOR-DOR inv ag | CAL PDZ FP | V-ATPase pHluor
`COc1ccc(CC(=O)Nc2ccc(-c3nnc(-c4ccccc4)o3)cc2)cc1` is listed as 2 | -1 | -1.1 | 11 | 4.7 | -4 | 5 | -26 | 0 | 7
`CCCN1CC23C=CC(O2)C(C(=O)O)C3C1=O` (stereo unspecified) is listed as -6 | -3 | 2.2 | 17 | 0.0 | -7 | 4 | 0 | / | -1
`CC(C)=NOC(=O)c1c(C)noc1-c1snnc1C` is listed as 3 | 2 | 0.2 | -14 | 0.2 | -7 | -2 | -1 | -3 | 4

7 compounds out of the list above, ordered by the number in V-ATPase pHluor, smallest number first.
canonical_smiles	Keap1-Nrf2 PPI	LANA DNA inh	OPRM1-OPRD1 ag	MOR-DOR inv ag	CAL PDZ FP	V-ATPase pHluor
CC(=O)N(CN1C(=O)c2ccccc2C1=O)c1ccccc1	0	-2.0	-2.1	13	8	-5
O=C(O)c1cc(N2C(=O)C=CC2=O)cc(N2C(=O)C=CC2=O)c1	33*	98*	-2.2	12	-6	-2
CCCN1CC23C=CC(O2)C(C(=O)O)C3C1=O (stereo unspecified)	-3	2.2	0.0	0	/	-1
COc1cccc(OCC(=O)Nc2cc(NC(=O)COc3cccc(OC)c3)cc(C(=O)O)c2)c1	2	-0.3	0.6	-3	-1	0
Cc1c(NC(=O)c2c(F)cccc2F)c(=O)n(-c2ccccc2)n1C	-5	-2.3	-4.5	20	-2	2
CCOC(=O)Cc1csc(-n2sc3ccccc3c2=O)n1	-8	1.0	-1.6	9	-5	3
CCOC(=O)N1CCC(N(CCN(C)C)C(=S)Nc2ccc(Oc3ccccc3)cc2)CC1	-7	0.4	-1.8	9	-5	4

The list goes on.
SMILES	HTR5A ag	Keap1-Nrf2 PPI	LANA DNA inh	HTR5A inv ctr	OPRM1-OPRD1 ag	RTF Ca sens inh	RTF Ca sens act	MOR-DOR inv ag	CAL PDZ FP	V-ATPase pHluor
Cc1ccc2nc(NCCCNC(=O)c3cnccn3)c(C#N)cc2c1	-1	-1	0.0	3	-1.5	-5	1	7	0	4
CCn1c(O)c(C=NCc2ccccc2)sc1=S	-1	-4	-1.0	-4	-1.4	2	-3	7	/	0
O=C(CN1CCN(S(=O)(=O)c2ccc(F)c(Cl)c2)CC1)N1CCc2ccccc2C1	3	0	1.2	-10	-2.4	-11	-5	9	-3	-1
O=C(Nc1ccc(Cl)cc1F)C1CCCN(C2=NS(=O)(=O)c3ccccc32)C1 (stereo unspecified)	3	-2	-0.8	13	-0.7	-7	1	5	-2	-3
CCc1ccccc1NC(=O)CN(C)C(=O)c1cc(C2CC2)nn1-c1ccccc1	-3	-6	-0.1	7	-2.4	-7	-3	9	-4	-2
O=C1Nc2cc(C(=O)N3CCC(N4CCCCC4)CC3)ccc2S/C1=C\c1ccccc1	1	0	-4.3	-16	-0.3	-3	-3	2	-6	-5
CCCS(=O)(=O)c1nc(S(=O)(=O)c2ccc(C)cc2)c(NCc2ccco2)s1	-1	-7	-1.1	-5	-2.1	0	0	11	-5	0
CN(C)C/C(Cl)=C(\Cl)c1ccccc1	1	-1	1.3	-4	-0.4	-7	0	2	-3	3
COc1cc2c(cc1OC)C(c1ccc(N(C)C)cc1)CC(=O)N2 (stereo unspecified)	-1	-1	-1.3	1	0.2	-4	6	-1	-3	6
Cc1ccc(C)c(Nc2nc(N)c3ccccc3n2)c1	0	1	0.7	1	-1.1	-5	-2	6	/	-1
Cc1ccc(S(=O)(=O)Nc2n[nH]nc2C(=O)NC2CCCCC2)cc1	/	0	-2.8	/	/	/	/	/	3	2
CCc1cc2c3c([nH]c2cc1S(=O)(=O)NCCCOC)CC(C)(C)CC3=O	-2	0	-1.3	7	-4.6	-2	-5	21	6	-3
COc1ccc(C(c2sc3nc(C)nn3c2O)N2CC(C)OC(C)C2)cc1OC (stereo unspecified)	-3	-1	0.2	10	-2.8	-1	5	17	/	4
O=C(Cn1c(=O)oc2ccccc21)Nc1ccc(S(=O)(=O)N2CCCCC2)cc1	7	-3	0.0	3	-1.2	-17	2	7	-1	-1
COc1cccc(NC(=O)CCC2CCN(C(=O)c3scnc3C)CC2)c1	5	-4	1.0	-12	-3.0	0	5	12	-3	-5
O=c1ccc2cc3c([nH]c4ccc(Br)cc43)oc-2c1O	4	55*	9.5	32	5.2	24*	-32	-26	5	0
Nc1ccc(O)c2c(=O)cc(-c3ccccc3Cl)oc12	-2	1	2.7	-15	-2.8	-2	-5	15	-4	6
CCOc1ccc(NC(=NCc2ccc3c(c2)OCO3)SC2CC(=O)N(c3ccc(C(=O)O)cc3)C2=O)cc1 (stereo unspecified)	-2	3	1.2	6	0.1	2	-12	-1	-4	2
Cc1ccc2nc(NCCCN3CCOCC3)c(C=NCCCN3CCOCC3)c(=O)n2c1	3	3	1.9	36	-0.7	-14	-3	4	-1	-4
O=C(O)CNC(=O)c1ccc(OC(F)F)cc1	4	-1	0.0	-3	0.2	13	-1	-1	-5	2
c1ccc(C(CN2CCOCC2)c2ccccc2)cc1	6	5	-0.3	-5	-1.2	-7	1	6	-4	-1
CC(C)(C)c1ccc(CNc2cc(N3CCOCC3)ccc2[N+](=O)[O-])cc1	-3	-2	-0.6	9	-1.6	0	-4	9	-8	-2
CN(C)c1ccc(CC2C(=O)Nc3ccccc32)cc1 (stereo unspecified)	4	-1	0.0	-2	4.6	0	-3	-23	-1	1
CCCCn1c(N)c(N(CC(C)C)C(=O)COC(=O)Cc2cccc(OC)c2)c(=O)[nH]c1=O	8	-3	-2.6	-23	-1.9	-12	-4	12	-3	7
COc1ccc(C(CNC(=O)CSc2ccc(Br)cc2C)N2CCOCC2)cc1 (stereo unspecified)	4	-3	-0.9	-11	0.2	0	-5	-1	-2	-1
C#CCOCCOCCOCCNc1nc(N2CCN(C(=O)[C@H]([C@@H](C)CC)n3cc([C@@H](N)CO)nn3)CC2)nc(N2CCN(C(=O)[C@H](Cc3ccc(O)cc3)n3cc([C@@H](N)C(C)CC)nn3)CC2)n1 (stereo partly specified)	9	-8	-1.8	1	0.5	-29	-5	-3	4	4
Cc1ccccc1C(=O)N=c1sccn1C	2	5	0.9	-16	-1.8	-2	-2	9	-3	0
COc1cc(C(=O)N2CCN(c3ccccc3)CC2)c2ccccc2n1	-2	-1	-4.8	9	-2.4	-1	-3	12	-2	-1
O=C(CCN1Cc2ccccc2C1)c1ccc2c(c1)OCCO2	2	-51	0.6	-19	-1.1	-11	3	5	-4	0
CCc1ccccc1NC(=O)Nc1ccc(F)cc1	-4	-2	-1.1	10	2.4	-9	-5	-17	2	-1
Cc1ccc(NC(=O)CCN2CCN(CCO)CC2)cc1	-1	2	1.6	-12	-1.2	-1	1	6	-3	-4
Cc1ccc(S(=O)(=O)c2nc(-c3ccccc3Cl)oc2N2CCN(C)CC2)cc1	-1	-2	-1.8	3	-1.2	6	-5	6	-6	2
NC(=S)N1OC[C@@H]2COc3ccc4ccccc4c3[C@@H]21	1	-2	-1.5	-3	-1.4	-1	1	8	-5	1
COc1ccc(C(=O)Nc2cc(OC)c(NC(=O)c3ccco3)cc2OC)cc1	2	2	-1.3	-46	2.9	-3	-24	-17	-1	8
CSc1ncccc1C(=O)OCC(=O)N1CCOCC1	1	-6	1.5	-2	1.9	9	4	-12	-4	1
COC(=O)C1=C(C(=O)OC)SC2(S1)C(C(=O)OC)=C(C(=O)OC)SC1=C2c2cccc(C)c2NC1(C)C	3	-7	1.8	-9	2.9	-3	9	-17	-1	-2
COCCNC(=O)CSc1ccc(-c2nc3ccccc3[nH]2)cn1	3	-4	1.2	-3	-1.2	-1	1	6	/	-5

From PubChem BioAssay
